# Screening data deposited in PubChem BioAssay by several laboratories.
# XIAP displacement = XIAP antagonists, biochemical, IAP family, fluorescence polarization (AID 1018); E3 ubiquitin-protein ligase XIAP (Homo sapiens); XIAP BIR domain, fluorescence polarization peptide displacement; higher % means a stronger effect; displacement, % at 20 µM, or IC50 in µM where a hit was titrated; 200,000 compounds, 0.007% hits; in the data active = displacement above about 50%; also: a part of the inactive calls stands beside numbers as strong as those of hits
# Salmonella PhoP GFP = inhibitors of PhoP regulon expression, primary screen, Salmonella Typhimurium, GFP reporter (AID 1863). S. Typhimurium PhoP-regulated promoter GFP reporter, 4 h; higher % means a stronger effect. one-dose inhibition, % at 50 µM; IC50 in µM for titrated hits. 300,000 compounds, 0.16% hits;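 active = inhibition over 29.93%, a cutoff 3 SD above the screen mean, later confirmed by dose response; inconclusive = inhibition over 29.93% but no dose response follow-up; inactive = inhibition at most 29.93% or unconfirmed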;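 also: 0% = low Mg2+ inducing control and 100% = high Mg2+ repressing control; strong numbers were not always called active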
# TNAP activators = human TNAP enzyme activators, primary screen, biochemical, luminescent, no phosphate acceptor, uHTS (AID 1001). purified TNAP, luminescent activation assay, no phosphate acceptor; higher activation fold means a stronger effect. one-dose activation fold at 20 µM; EC50 in µM for titrated hits. 200,000 compounds, 0.03% hits; in the data active = activation fold from about 3, or a potency from the dose series; inactive = the rest, 99 in 100 with activation fold below about 1.6; also: many of its hits are not listed in these tables
# PMI inhibition = human PMI inhibitors, high substrate, primary screen, biochemical, fluorescence intensity, high mannose 6-phosphate (AID 1220). inhibition, % at 20 µM; hits with a dose series show IC50 in µM. recombinant PMI enzyme, coupled fluorescence intensity; higher % means a stronger effect. Mannose-6-phosphate isomerase (Homo sapiens). 190,000 compounds, 0.66% hits
# human PMI inhibition = inhibitors of human PMI, primary screen, biochemical, fluorescence intensity, coupled assay (AID 1209); Mannose-6-phosphate isomerase (Homo sapiens); purified PMI enzyme, coupled fluorescence intensity; higher % means a stronger effect; inhibition, % at 20 µM, or IC50 in µM where a hit was titrated; 190,000 compounds, 0.42% hits;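 also: plate controls were DMSO vehicle for no effect and wells lacking substrate for full effect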
# RSV antiviral HEp-2 = RSV antiviral activity via CPE protection, HEp-2 cells, primary 10 µM value included (AID 2391); HEp-2 cells, RSV-induced CPE inhibition; higher % means a stronger effect; CPE inhibition, % at 10 µM; hits with a dose series show IC50 in µM; 310,000 compounds, 0.13% hits; in the data active = a potency from the dose series; inconclusive = CPE inhibition mostly from about 23% at the one dose, without a potency; inactive = the rest, 99 in 100 with CPE inhibition below about 21%; also: strong numbers were not always called active
# Myeloid diff 2 = induction of myeloid progenitor differentiation, primary screen, cell-based, flow cytometry, MLPCN library. AID 624256, 2012. ER-HoxA9 myeloid progenitors, lysozyme-GFP differentiation. calls only at 10 µM. 360,000 compounds, 1% hits;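 active = normalized GFP-positive differentiation at or above the plate's own cutoff, the solvent-only control mean plus 3 SD; inconclusive = no clear call, values can overlap the other calls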;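 also: cells exposed to compound for four days before flow analysis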
# Siah-1 displacement = Siah-1 peptide-binding antagonists, primary screen, biochemical, fluorescence polarization, rhodamine-plectin, uHTS (AID 1817). E3 ubiquitin-protein ligase SIAH1 (Homo sapiens). Siah-1 / rhodamine-plectin peptide fluorescence polarization; higher % means a stronger effect. displacement, % at 20 µM; hits with a dose series show IC50 in µM. 290,000 compounds, 0.02% hits;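 active = displacement of at least 50% at 20 µM, with a fluorescence ratio check between 0.3 and a set limit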;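 also: plate controls were Siah plus tracer with DMSO for no effect and tracer alone without Siah for full effect; strong numbers were not always called active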
# WT yeast gro inh = growth inhibition of WT strain, primary screen, mitochondrial fusion inhibitor project, WT and mutant strains, chemical genetic. mitochondrial fusion phenotypic screen. inhibition, % at 10 µM. 190,000 compounds, 2.1% hits; in the data active = inhibition above about 58%; tested in S. cerevisiae
# WT yeast gro inh mutant strain = also measured in WT yeast gro inh; calls as there; inhibition, %; mitochondrial fusion phenotypic screen, mutant strain inhibition
# Myeloid diff 2 GFP+ MAC1+ % = also measured in Myeloid diff 2; calls as there; GFP+ MAC1+ double positive, %; measured here: differentiation confirmed by MAC1 staining
# Numbers without * were called inactive; i = inactive; ? = inconclusive; . = not tested or not shown; + = active, no number. Rule as the data show it, unless noted: active = inhibition above about 50%; inactive = the rest.
SMILES,XIAP displacement,Salmonella PhoP GFP,TNAP activators,PMI inhibition,human PMI inhibition,RSV antiviral HEp-2,Myeloid diff 2,Myeloid diff 2 GFP+ MAC1+ %,Siah-1 displacement,WT yeast gro inh,WT yeast gro inh mutant strain
CC(C)CC(=O)Nc1ccc2c(c1)nc(CCN1CCCCC1)n2C,.,6%,.,.,.,2.5%,i,0.1,-4%,.,.
CCSCc1nnc(SCC(=O)c2ccc(OC)cc2)n1C,0.3%,-1%,1.1,-8%,-2%,0.3%,i,0.7,1%,14,11
O=C(NC(=S)Nc1cc(C(F)(F)F)ccc1Cl)c1ccccc1,-0.6%,11%,0.9,0%,9%,0.3%,.,.,4%,8,-1
CCC(=O)Nc1cccc(-c2cn3ccsc3n2)c1,-1.8%,3%,1.1,4%,10%,0.3%,i,0.5,2%,2,5
Cc1cccc(CSCc2ccc(C(=O)NC(C)C)o2)c1,.,10%,.,.,.,3.8%,i,0.9,-4%,.,.
CCn1cc(-c2cc(C(=O)O)c3ccccc3n2)c(C)n1,0.1%,-4%,1,-16%,-18%,1.8%,i,0.5,1%,-9,-16
Cc1ccc(C)c(OCC(O)CN2CCC(Cc3ccccc3)CC2)c1 (stereo not given),.,2%,.,.,.,6.6%,i,0.0,-4%,.,.
Cc1cc(C(=O)c2ccc(C(C)(C)C)cc2)c(NC(=O)CCl)s1,-0.1%,1%,1.1,3%,8%,6.4%,i,1.0,1%,55,-8
CC(C)CC(O)(CC(C)C)C(=O)NNc1ccccc1,-1.0%,0%,1.1,-76%,-38%,-1.1%,i,0.8,20%,-4,16
O=C(NCc1ccccn1)C1CN(S(=O)(=O)c2ccccc2)CCN1S(=O)(=O)c1ccccc1 (stereo not given),-4.4%,2%,1.1,16%,-2%,0.4%,i,0.1,5%,2,-9
Cc1cnc(NC(=O)CSc2ccc(Cl)cc2)s1,-2.8%,3%,1.1,1%,7%,16%,i,0.8,5%,7,-13
Cc1cccc(NC(=O)c2cc([N+](=O)[O-])ccc2N2CCCCC2)n1,-7.7%,-11%,1,18%,18%,0.6%,i,0.1,-2%,29,23
CCn1ccnc1CN(C)C(=O)c1cc(COc2ccc(-n3cncn3)cc2)on1,.,1%,.,.,.,1.4%,i,0.4,-5%,.,.
COC(=O)c1ccc(C(=O)OC)c(NC(=O)CSCc2ccc(Cl)cc2)c1,-22%,6%,1,23%,31%,1.2%,i,1.1,9%,22,14
Cc1cccc(NC(=O)Cn2nnc(-c3cccs3)n2)c1C,-2.3%,5%,1.1,1%,-2%,1.4%,+,3.6*,6%,9,0
COc1ccccc1N1CCN(C(=O)c2cccc(N3C(=O)NC4CC3(C)Oc3ccccc34)c2)CC1 (stereo not given),-3.2%,-1%,1.1,0%,-4%,3.4%,i,0.6,1%,-14,-20
COc1ccc(CNc2nc3nc(C)c(Cl)c(=O)n3[nH]2)cc1OC,-6.2%,-7%,1,3%,-2%,0.2%,i,0.7,0%,0,-1
Cn1c(=O)oc2cc(S(=O)(=O)NCCN3CCN(c4ccccc4F)CC3)ccc21,-4.3%,10%,0.8,-7%,-5%,0.5%,i,2.8,1%,2,-2
Cc1nn(CCc2nn[nH]n2)c2nc(C(F)(F)F)cc(C(F)(F)F)c12,-4.4%,6%,1,-2%,-3%,1.1%,.,.,-3%,-3,57
O=S(=O)(NCc1cccnc1)c1cc(Cl)ccc1Cl,-2.6%,5%,1.1,0%,-1%,1.2%,i,0.7,4%,-5,-6

# An excerpt from above, limited to Siah-1 displacement, Myeloid diff 2 and TNAP activators.
SMILES	Siah-1 displacement	Myeloid diff 2	TNAP activators
Cc1cccc(NC(=O)Cn2nnc(-c3cccs3)n2)c1C	6%	+	1.1
COc1ccc(CNc2nc3nc(C)c(Cl)c(=O)n3[nH]2)cc1OC	0%	i	1

# (next part)
SMILES,XIAP displacement,Salmonella PhoP GFP,TNAP activators,PMI inhibition,human PMI inhibition,RSV antiviral HEp-2,Myeloid diff 2,Myeloid diff 2 GFP+ MAC1+ %,Siah-1 displacement,WT yeast gro inh,WT yeast gro inh mutant strain
CCN(c1ccccc1)S(=O)(=O)c1cc(C(=O)Nc2ccc(Br)cc2)ccc1F,-2.9%,10%,1,14%,15%,11%,i,0.3,2%,5,-8
COc1ccccc1C(=O)CSc1n[nH]c(N)n1,-9.6%,15%,1.1,-6%,7%,0.3%,i,0.6,-6%,.,.
Cc1cc(Nc2cccc(C(F)(F)F)c2)n2nc(C)nc2n1,2.3%,9%,1,7%,11%,2.3%,i,0.8,2%,79*,-5.3*
C=CCOC(=O)C1=C(C)Nc2nc3ccccc3n2C1c1ccncc1 (stereo not given),-6.2%,13%,0.8,-11%,-11%,3.6%,i,2.3,4%,10,7
O=C(Nc1ccc(Br)cc1)c1cc(S(=O)(=O)Nc2ccccn2)ccc1Cl,.,1%,.,.,.,9.4%,i,1.3,2%,.,.
O=C(CN1CCCCC1)Nc1ccc(S(=O)(=O)N2CCCCCC2)cc1,-3.8%,-3%,1.1,-3%,-3%,2.1%,i,5.2,4%,7,13
CC1=C(C(=O)OCC2CCCO2)C(c2cccc(O)c2)NC(=O)N1 (stereo not given),-3.8%,-3%,0.9,2%,-5%,2.0%,i,1.5,-5%,29,-4
CCOC(=O)C1CCCN(c2cc(=O)n(Cc3ccc(F)cc3)c(=O)[nH]2)C1 (stereo not given),-5.1%,1%,1.1,25%,12%,-1.1%,i,5.2,0%,-13,5
NC(=O)COC(=O)c1ccccc1OCc1ccccc1,-2.1%,-2%,1.1,5%,-5%,0.9%,i,0.5,8%,-7,-7
Nc1nc2n(n1)C(c1ccc(F)cc1)CC(c1ccc(F)cc1)N2 (stereo not given),-4.0%,8%,1,11%,12%,0.3%,i,0.7,-1%,-8,5

# Some of the entries so far, as tab-separated lines.
SMILES	XIAP displacement	Salmonella PhoP GFP	TNAP activators	PMI inhibition	human PMI inhibition	RSV antiviral HEp-2	Myeloid diff 2	Myeloid diff 2 GFP+ MAC1+ %	Siah-1 displacement	WT yeast gro inh	WT yeast gro inh mutant strain
NC(=O)COC(=O)c1ccccc1OCc1ccccc1	-2.1%	-2%	1.1	5%	-5%	0.9%	i	0.5	8%	-7	-7
Nc1nc2n(n1)C(c1ccc(F)cc1)CC(c1ccc(F)cc1)N2 (stereo not given)	-4.0%	8%	1	11%	12%	0.3%	i	0.7	-1%	-8	5

# The listing continues:
SMILES,XIAP displacement,Salmonella PhoP GFP,TNAP activators,PMI inhibition,human PMI inhibition,RSV antiviral HEp-2,Myeloid diff 2,Myeloid diff 2 GFP+ MAC1+ %,Siah-1 displacement,WT yeast gro inh,WT yeast gro inh mutant strain
COc1cc(/C=C2/SC(=S)N(Cc3ccccc3)C2=O)ccc1O,.,9%,.,.,.,17%,+,4.2*,-2%,.,.
CC(=O)OCC12COC3c4ccccc4OC(C)(CC1C)C3C2C (stereo not given),-5.8%,-2%,0.9,-4%,-4%,1.6%,i,0.5,1%,-11,-6
COc1ccc(N2C(=O)CSC23C(=O)N2c4c(cccc43)C(C)=CC2(C)C)cc1 (stereo not given),-2.4%,-6%,1.1,-1%,-6%,12%,i,10,-6%,40,-7
COc1cccc2[nH]c(=O)c(-c3ccccc3)cc12,.,-4%,.,.,.,1.2%,i,0.1,-10%,.,.
CC(C)NC(=O)C1CCN(C2CCN(C(=O)c3cc4c(s3)CCCCC4)CC2)CC1,-6.1%,8%,1.2,2%,4%,0.2%,i,0.8,-2%,7,-19
CCCOC(=O)c1ccc(NC(=O)/C=C/c2cccs2)cc1,-5.7%,-1%,1,14%,14%,3.1%,i,0.4,2%,41,14
C/C(=N\NC(=O)c1cc([N+](=O)[O-])cc([N+](=O)[O-])c1)c1ccco1,-8.9%,3%,2.5,16%,-4%,0.1%,i,0.5,-1%,-2,3
CCOC(=O)c1ccc(NC(=O)c2cc3c(s2)CCC3)cc1,.,1%,.,.,.,3.5%,i,0.8,-4%,.,.
Cc1c(C(=O)O)oc2c1ccc1ccccc12,-2.4%,-2%,1,-4%,-14%,9.2%,i,0.5,-6%,0,0
Cc1cc(OC(=O)c2ccc(S(=O)(=O)N3CCOCC3)cc2)c([N+](=O)[O-])c(=O)[nH]1,-5.5%,5%,1.1,-9%,-10%,.,i,0.5,6%,14,-9
Cc1noc(NS(=O)(=O)c2ccc(NC(=O)CS(=O)(=O)c3ccccc3)cc2)c1C,-3.6%,-7%,1,-4%,-2%,0.8%,i,1.9,3%,7,15
CC(C)(C)c1ccc(C(=O)NCC(=O)N/N=C/c2cccnc2)cc1,.,7%,.,.,.,2.2%,i,0.6,0%,.,.
O=C(CSc1ccc2nnc(-c3ccccn3)n2n1)Nc1ccc2c(c1)OCCO2,-3.6%,1%,1.1,2%,3%,1.8%,i,6.5,-2%,3,-2
Cc1ccccc1Cn1cc(S(=O)(=O)CC(=O)Nc2nccs2)c2ccccc21,-3.7%,2%,1,6%,3%,8.5%,i,2.2,-2%,12,1
CC(C)(C)c1ccc(OCCn2nc(C(=O)O)c3ccccc3c2=O)cc1,.,5%,.,.,.,?,?,.,6%,.,.
Cc1ccc(S(=O)(=O)NCC(=O)Nc2ccc(C(F)(F)F)cc2)cc1,0.0%,6%,1,1%,2%,-1.6%,i,0.4,2%,.,.
Cc1ccc(Cn2c(=O)c3ccccc3n3c(CCC(=O)NCCN4CCOCC4)nnc23)cc1,.,-5%,.,.,.,1.1%,?,.,-1%,.,.
CCCC(=O)N(Cc1cc(=O)[nH]c2ccccc12)c1ccccc1C,.,-6%,.,.,.,6.7%,i,1.2,13%,.,.
Cc1cnc(NC(=O)CSc2ncc(-c3ccccc3)n2Cc2ccco2)s1,81%,21%,1,11%,15%,14%,i,0.4,5%,21,-3
O=S(=O)(Nc1cccc(-c2nc3cccnc3s2)c1)c1ccc2c(c1)CCCC2,-2.7%,22%,1.1,1%,2%,15%,i,0.7,-6%,52,39
COc1ccccc1NC(=S)N1CCN(c2cccc(C)c2C)CC1,.,-2%,.,.,.,20%,i,0.4,11%,.,.
CCOc1cc(N2CCOCC2)c(OCC)cc1NC(=O)c1ccc(OCc2c(C)noc2C)c(OC)c1,-4.0%,1%,1,20%,22%,4.3%,i,0.3,0%,5,10
Cc1csc(NC(=O)CCSCCc2ccccn2)n1,-0.5%,-1%,1.2,-5%,-4%,1.9%,i,2.7,-2%,23,15
C(=N\Nc1nc(N2CCCCCC2)nc(N2CCCCCC2)n1)/c1ccccc1,-5.1%,-4%,1,23%,15%,44%,i,0.0,-7%,68*,10*
CCOc1cc(C(=S)N2CCOCC2)ccc1OS(=O)(=O)c1ccc(C)cc1,.,7%,.,.,.,?,i,0.6,0%,.,.
COc1ccc(C(=O)CN(C(=O)c2ccc(Cl)cc2)N2C(=O)c3ccccc3C2=O)cc1,0.6%,23%,1.1,8%,8%,-0.6%,i,6.4,3%,7,28
CCOc1ccccc1NC(=S)NCC1CCCO1 (stereo not given),-4.8%,1%,1.1,-3%,-8%,1.1%,i,0.4,-1%,2,11
